From PubChem
TAAR1 antagonist – antagonists of human TAAR1 | 360,000 compounds, 1.5% hits | inhibition, % at 3 µM | Q96RJ0 | CHO RD-HGA16 TAAR1, Fluo-8 calcium fluorescence, antagonist;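 active = inhibition above a per-plate cutoff, the mean inhibition of test compounds on that plate plus 3 SD, cut at about 49% in these data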;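 also: 0% = DMSO plus EC80 beta-PEA response and 100% = DMSO alone without agonist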
Target sequence (Q96RJ0 whole entry, looked up): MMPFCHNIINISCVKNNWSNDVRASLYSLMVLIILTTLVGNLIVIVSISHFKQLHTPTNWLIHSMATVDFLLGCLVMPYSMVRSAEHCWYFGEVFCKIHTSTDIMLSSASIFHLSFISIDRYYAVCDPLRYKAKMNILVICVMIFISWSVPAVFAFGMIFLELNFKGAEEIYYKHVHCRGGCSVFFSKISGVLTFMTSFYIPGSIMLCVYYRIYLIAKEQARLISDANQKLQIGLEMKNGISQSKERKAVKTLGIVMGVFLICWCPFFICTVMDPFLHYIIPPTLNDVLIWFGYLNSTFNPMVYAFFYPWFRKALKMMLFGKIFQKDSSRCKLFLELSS
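test system = CHO RD-HGA16 cells bearing hTAAR1 | replication = singlicate | controls = DMSO-only wells and EC80 β-PEA-stimulated wells | reagent = EC80 β-phenethylamine stimulus | read-out basis = percent inhibition of PEA-evoked calcium signal, max/basal emission ratio | schedule = seeding 17-24 h prior, 75-min 37 °C, 30-min RT dye loading | signal = kinetic Fluo-8 calcium fluorescence measurement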
TAAR1 ag – human TAAR1 agonism; Q96RJ0; CHO RD-HGA16 TAAR1, Fluo-8 calcium fluorescence; vehicle wells 0%, saturating PEA agonist 100%; activation, % at 3 µM; 360,000 compounds, 0.99% hits;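 active = activation above the mean activation of all test compounds in the run plus 3 SD, cut at about 38% in these data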
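System: CHO RD-HGA16 cells carrying human TAAR1 plus Gα16; Incubation: 17-24 h seeding, 75 min 37 °C dye, 30 min RT; Measured by: Fluo-8 fluorescence, 5 s baseline then 140 s kinetic read; Control set: DMSO and PEA EC100; Replication: single well for each compound.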
M1 ag – activates human CHRM1 receptor; P11229; CHO-K1 hM1, Fluo-8 calcium fluorescence, agonist mode; 0% DMSO, 100% acetylcholine EC100; activation, % at 3 µM; 360,000 compounds, 0.33% hits;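 active = activation above the run's mean compound activation plus 3 SD, cut at about 16% in these data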;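 also: peak over basal fluorescence ratio within a 140 s kinetic read after compound addition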
CHO-K1 Ca antag – counter-screen for M1 antagonists: effect in parental CHO-K1 cells; inhibition, % at 3 µM; 360,000 compounds, 0.6% hits; ATP-induced calcium, Fluo-8 fluorescence;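 active = inhibition above a per-plate cutoff, the plate's mean sample inhibition plus 3 SD, cut at about 24% in these data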;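 also: 0% = DMSO plus EC80 ATP and 100% = DMSO alone without ATP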
V1aR counter – activates human V1a receptor in oxytocin agonist counter-screen. P37288. CHO-V1R cells, Fluo-8 calcium fluorescence, agonist mode; 0% DMSO, 100% 3 nM vasopressin. activation, % at 3 µM. 320,000 compounds, 0.25% hits. AID 2797;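 active = activation above the mean activation of all tested compounds plus 3 SD, per screening run, cut at about 20% in these data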;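 also: signal is peak over basal fluorescence ratio across a 100 second FLIPR read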
Target sequence (P37288 whole entry, looked up): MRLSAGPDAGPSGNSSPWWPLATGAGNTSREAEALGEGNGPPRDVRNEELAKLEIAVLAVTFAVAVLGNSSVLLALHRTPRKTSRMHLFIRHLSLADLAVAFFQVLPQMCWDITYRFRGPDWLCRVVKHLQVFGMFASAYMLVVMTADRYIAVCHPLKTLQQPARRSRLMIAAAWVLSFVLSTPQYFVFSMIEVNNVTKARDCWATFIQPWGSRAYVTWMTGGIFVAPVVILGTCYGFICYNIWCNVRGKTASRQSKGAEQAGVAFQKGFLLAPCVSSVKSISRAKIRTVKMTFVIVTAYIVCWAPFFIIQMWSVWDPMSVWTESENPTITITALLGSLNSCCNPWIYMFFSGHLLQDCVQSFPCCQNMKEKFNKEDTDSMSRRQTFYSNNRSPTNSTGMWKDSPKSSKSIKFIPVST
CHO parental Ca – counter-screen for OX1R antagonists: effect in parental CHO cells; 330,000 compounds, 0.63% hits; inhibition, % at 5.6 µM; parental CHO-K1, ATP-induced calcium, Fluo-8 fluorescence;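 active = inhibition above that plate's mean sample inhibition plus 3 SD, cut at about 26% in these data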;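 also: 0% = ATP-challenged DMSO wells and 100% = DMSO wells without ATP; some compounds past the cut are filed as inactive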
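Test system: untransfected parental CHO cell line. Compound: one dose, 5.6 µM nominal. Detection: intracellular calcium via Fluo-8 no-wash fluorescent dye. Measure: % inhibition. Benchmarks: ATP-challenged DMSO wells low, unchallenged DMSO wells high.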
M1 PAM parental – M1 PAM counterscreen hit in parental CHO-K1 cells. ATP EC20, Fluo-8 calcium fluorescence; 0% at ATP EC20, 100% at ATP max. activation, % at 3 µM. 360,000 compounds, 0.02% hits;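 active = activation above the run cutoff, the mean activation of all test compounds plus 3 SD, cut at about 40% in these data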;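 also: peak over basal fluorescence ratio in a 140 s read after ATP addition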
M1 ag parental – nonselective activator or artifact in parental CHO-K1 cells | Fluo-8 calcium fluorescence; scaled to maximal ATP response, vehicle zero | activation, % at 3 µM | 360,000 compounds, 0.48% hits | AID 602248; in the data active = activation above about 15%;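 also: untransfected CHO-K1 host cells lacking M1 receptor as counterscreen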
OXTR potentiator – human OXTR potentiation; AID 2445; activation, % at 3 µM; 320,000 compounds, 0.061% hits; P30559; CHO-OTR cells, Fluo-8 calcium fluorescence, potentiator mode; 0% = oxytocin EC15, 100% = EC100;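 active = activation above that plate's cutoff, the mean activation of tested compounds plus 3 SD, cut at about 6.6% in these data, passing the limit was not always enough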;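 also: 100% uses oxytocin at 75 nM as the full agonist control; some results filed as inactive read as strong as hits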
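test system = CHO-OTR cells, human receptor | compound = single-point 3.0 µM | schedule = 6 min compound pre-incubation at room temperature, 100 s kinetic read | signal = Fluo-8 no-wash calcium dye fluorescence, excitation 470-495 nm, emission 515-575 nm | repeats = single well per compound, singlicate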
* marks the source's active call; other numbers are inactive results; x = not tested or not shown.

SMILES	TAAR1 antagonist	TAAR1 ag	M1 ag	CHO-K1 Ca antag	V1aR counter	CHO parental Ca	M1 PAM parental	M1 ag parental	OXTR potentiator
COc1ccc(S(=O)(=O)n2ccc(-c3ccc4c(c3)CCC(C)(C)O4)n2)cc1	-56	1	-2	-12	0.3	-5	13	0.9	2
COc1cc(OC)cc(C(=O)NC2CC3CCC(C2)N3C)c1 (configuration not stated)	-10	6	-8	-6	0.6	-11	3	0.3	-4
O=C(CSc1nnc(NC2CCCCC2)s1)Nc1ccc(N2CCOCC2)cc1	7	2	-4	-9	0.5	-13	0	0.6	-1
C=CCC1(CC=C)CCCN1C(=O)C1CCC(=O)N(CCc2ccccc2)C1 (configuration not stated)	-28	-1	-2	-8	-0.9	-11	4	0.0	-5
O=C(Nc1ccccc1C(F)(F)F)N1CCCC1c1cccnc1 (configuration not stated)	-3	4	-1	16	1.5	-6	-25	-0.2	-5
COc1ccc(CNC(=O)c2c(-c3cc(Cl)c(OC)c(Cl)c3)noc2C)cc1	39	2	-7	-9	1.6	-19	5	1.3	-3
O=c1[nH]c(CN2CCN(S(=O)(=O)c3ccccc3C(F)(F)F)CC2)nc2sc3c(c12)CCCC3	-14	2	-4	-3	0.8	-16	14	0.0	-10
Cc1ccc(CCNC(=O)C2CC(c3ccccc3C(F)(F)F)=NO2)cc1 (configuration not stated)	10	8	-1	5	0.0	-21	-11	0.0	-5
Cc1c(O)nc(SC2CC(=O)N(c3ccccc3)C2=O)[nH]c1=O (configuration not stated)	0	7	-2	-16	-0.2	-7	3	-0.2	-7
O=S(=O)(NCc1ccc(Cl)cc1)c1cccc2cccnc12	-26	0	-5	-6	-0.3	-16	13	1.1	-1
CCN1CCCC1CNC(=O)c1cc2ccc(OC)cc2[nH]1 (configuration not stated)	-3	0	-7	-15	x	x	13	0.2	x
CCOC(=O)C1CCN(c2c(Nc3ccc(C)c(C)c3)c(=O)c2=O)CC1	9	-1	-3	-17	0.4	-16	0	0.9	-4
NS(=O)(=O)c1ccc(NC(=S)NCc2cccc(Cl)c2)cc1	33	6	-1	1	0.0	12	14	0.5	-2
O=C(CC(=O)N/N=C\c1ccccc1)NCCc1ccccc1	-35	21	0	1	1.7	-4	-5	-0.1	0
COc1ccccc1NC(=S)Nc1ccccc1F	-7	0	-4	-19	1.1	-9	19	0.9	-10
Cc1ccc(-n2c(-c3ccco3)nc3nc4ccccc4nc32)cc1	-12	4	-4	7	0.5	-6	5	-0.1	-1
CC(=O)NC1=NC(=O)/C(=C/c2cc(C)n(-c3cccc(C(=O)O)c3)c2C)S1	-2	8	-2	-10	x	x	19	1.8	x
COCCN1Cc2cc3cc(C)ccc3nc2SC1=Nc1ccc(OC)cc1	13	3	-8	-15	-0.8	-27	18	-0.7	-13
CC(C)(C)OC(=O)N1CCC(C(=O)N2CCC[C@H]2C(=O)O)CC1	-4	8	-3	-6	0.4	1	14	0.6	-4
CN1c2ccccc2C(=O)NC1c1ccc(Cl)cc1 (configuration not stated)	3	2	-1	-14	-1.3	-8	-2	0.7	-8
Cc1nnc(SCC(=O)Nc2cc(S(=O)(=O)N3CCCC3)ccc2Cl)s1	-5	-1	-5	-15	0.9	-16	12	1.3	7
CC(Oc1ccc(F)cc1)C(=O)Nc1cc(C(F)(F)F)ccc1-n1cncn1 (configuration not stated)	-3	3	-7	-5	-1.7	-14	8	0.0	0
COc1ccc(NC(=O)CCC(=O)N/N=C/c2cccnc2)cc1	-9	2	-2	-15	0.2	1	-9	0.5	-9
O=C(C1CCCN(c2ncccn2)C1)N1CCc2ccccc21 (configuration not stated)	0	7	-4	-19	0.1	-14	-9	0.7	-2
Cc1ccc(NC(=O)COC(=O)c2cc(C)nc3ccccc23)c([N+](=O)[O-])c1	12	0	-4	-4	-0.9	-22	25	0.4	-5
Next section
SMILES	TAAR1 antagonist	TAAR1 ag	M1 ag	CHO-K1 Ca antag	V1aR counter	CHO parental Ca	M1 PAM parental	M1 ag parental	OXTR potentiator
N#Cc1c(NC(=O)CSc2ncnc3c2cnn3-c2ccccc2Cl)sc2c1CCCC2	-22	5	-4	-13	0.8	-31	22	-0.1	-6
COc1cc(OC)nc(Nc2nc(C(N)c3ccccc3)cs2)n1 (configuration not stated)	-21	10	5	2	x	x	13	13	x
O=c1c2[nH]c3ccc(F)cc3c2ncn1CCN1CCN(Cc2ccccc2)CC1	-11	0	-10	4	-0.2	-20	17	-0.2	-6
Cc1ccc(NC(=O)CN2C(=O)NC(C)(CC(C)C)C2=O)c(Br)c1 (configuration not stated)	-10	4	-2	-3	1.1	-22	-7	-0.2	-5
COc1ccc(NC(=O)Cn2nnc(C(=O)NCc3ccccc3)c2N)c(OC)c1	8	9	-4	-8	1.5	-5	19	1.1	-3
Cc1ccc(C)c(S(=O)(=O)N2CCCC2CNC(=O)C(=O)NCc2ccco2)c1 (configuration not stated)	4	0	-3	-8	-0.5	2	-10	0.9	-9
COc1cc(C)c(Br)cc1S(=O)(=O)NCc1ccncc1	4	5	2	12	7.3	14	5	5.1	-15
Cc1scc(C(=O)Nn2cnnc2)c1-c1ccccc1	x	x	-5	-14	0.5	-1	22	0.9	1
CN(Cc1ccccc1)C(=O)CN1C(=O)NC2(CCCCCCC2)C1=O	-14	2	-2	-1	0.3	-13	1	0.2	-13
COc1ccc(-c2cn3ccccc3n2)cc1OC	-8	4	-5	-6	-0.7	-19	16	-0.3	-5
CCCC(=O)Nc1cccc(NC(=O)c2ccc(C)c([N+](=O)[O-])c2)c1	37	10	0	-17	1.1	-4	14	6.6	-6
O=C(CN1C(=O)NC2(CCCCCCC2)C1=O)NCc1ccc2c(c1)OCO2	1	8	-2	4	-0.3	-20	12	0.4	2
Cc1cc(NC(=O)CSc2nnc(Nc3ccccc3)s2)no1	-5	8	-3	-3	-0.6	-13	7	0.2	0
COc1cccc(-c2cc(C(F)(F)F)n3ncc(C(=O)N4CCc5ccccc5C4)c3n2)c1	5	0	-9	5	-0.9	-24	11	0.2	-1
COc1ccc(OC)c(NC(=O)CCCc2ccccc2)c1	-1	0	-2	-5	-0.6	-8	8	0.8	8
CC(=O)Nc1c(Br)cc2c(c1Br)Cc1cc(Br)ccc1-2	13	3	1	-15	x	x	26	0.6	x
CCOC(=O)N1CCN(C(=O)COc2cccc3c2CCN(Cc2cccc(C)c2)C3=O)CC1	43	12	-10	-4	3.4	-12	15	7.3	-10
C=CCn1c(SCC(=O)Nc2ccc(C(=O)OC(C)C)cc2)nnc1-c1cccs1	-6	5	-4	2	1.7	-18	0	-0.6	-3
CC(C)[C@H](NC(=O)c1ccccc1)C(=O)OCC(=O)c1ccc(S(=O)(=O)N2CCCCC2)cc1	-12	1	-3	5	3.0	-19	-19	2.5	-11
CCc1sc(C(=O)N2CCc3cc(OC)c(OC)cc3C2CC(=O)O)cc1C (configuration not stated)	-9	-1	-4	0	0.8	-21	-6	0.2	-8
Cc1ccc(-c2nnn(CC(=O)N(c3ccccc3)C(C(=O)NC(C)(C)C)c3cccs3)n2)o1 (configuration not stated)	-4	4	-1	-3	-0.2	-15	17	-0.2	-7
CN(C)/N=C/c1ccc(/C=N/NC(N)=S)o1	10	0	-3	-10	0.2	-1	5	0.3	-19
O=S(=O)(NC1CC1)c1ccc(F)c(F)c1	-1	7	-6	-6	0.5	-13	18	1.8	-7
CC(C)N1CCC(C)(C(=O)Nc2ccccc2Oc2ccccc2)C1 (configuration not stated)	-10	1	-9	8	x	x	-6	-0.2	x
CCCNC(=O)N1CCCC(C(N)=O)C1 (configuration not stated)	-4	2	1	-14	0.4	-9	-3	0.0	-2

Exported bar-delimited: entries from further up.
SMILES | TAAR1 antagonist | TAAR1 ag | M1 ag | CHO-K1 Ca antag | V1aR counter | CHO parental Ca | M1 PAM parental | M1 ag parental | OXTR potentiator
CCCC(=O)Nc1cccc(NC(=O)c2ccc(C)c([N+](=O)[O-])c2)c1 | 37 | 10 | 0 | -17 | 1.1 | -4 | 14 | 6.6 | -6
O=C(CN1C(=O)NC2(CCCCCCC2)C1=O)NCc1ccc2c(c1)OCO2 | 1 | 8 | -2 | 4 | -0.3 | -20 | 12 | 0.4 | 2
Cc1cc(NC(=O)CSc2nnc(Nc3ccccc3)s2)no1 | -5 | 8 | -3 | -3 | -0.6 | -13 | 7 | 0.2 | 0
COc1cccc(-c2cc(C(F)(F)F)n3ncc(C(=O)N4CCc5ccccc5C4)c3n2)c1 | 5 | 0 | -9 | 5 | -0.9 | -24 | 11 | 0.2 | -1

The list goes on.
SMILES	TAAR1 antagonist	TAAR1 ag	M1 ag	CHO-K1 Ca antag	V1aR counter	CHO parental Ca	M1 PAM parental	M1 ag parental	OXTR potentiator
O=C(Nc1ccc(Cl)cc1C(=O)N1CCCC1)c1cccc([N+](=O)[O-])c1	-9	7	-6	-2	-0.4	-12	4	0.2	-11
N#Cc1cn(CCOc2ccccc2F)c2ccccc12	8	8	-5	-3	-1.4	-9	16	0.3	-16
Cc1nnc(SCC(=O)Nc2ccc(OC(F)F)c(Cl)c2)n(N)c1=O	-4	3	-4	-14	2.5	-3	5	3.0	-4
Cc1noc(C)c1CCC(=O)N1CCCC(CCC(=O)NCc2ccccc2F)C1 (configuration not stated)	-7	10	x	x	1.2	-22	x	x	-1
O=c1c(/C=N/O)coc2ccc(Cl)cc12	-31	2	0	-7	-0.2	-3	16	0.4	-11
CCCCN(CC)CCNC(=O)CN1C(=O)COc2ccc(S(=O)(=O)N3CCCC3)cc21	8	2	-8	-9	-0.3	-15	2	0.2	-2
O=[N+]([O-])c1cncc([N+](=O)[O-])c1Nc1ccccc1Cl	14	3	-6	4	0.0	-11	1	0.0	-10
NC(=O)C1=C[C@H](c2ccc(C(F)(F)F)cc2)C[C@H](OCCCCO)O1	1	1	-2	-8	1.9	5	17	0.1	0
CN1CCc2c(n(CC(O)CN(CCO)CCO)c3ccccc23)C1=O (configuration not stated)	10	1	-11	-4	-0.3	2	17	0.5	-6
COc1ccc(-c2nc(NCCN(C)C)nc3ccsc23)c(C)c1	-6	0	-9	-1	x	x	4	0.3	x
CC(C)(C)c1ccc(COC(=O)Nc2ccc(F)cc2)cc1	20	-1	-8	-12	0.0	14	24	1.4	-3
CC1ON=C(c2ccccn2)N(Cc2ccc3c(c2)OCO3)C1=O (configuration not stated)	-20	1	-4	0	x	x	9	0.2	x
CC(C)C(=O)Nc1cccc(C(=O)Nc2nncs2)c1	8	1	-2	6	0.6	-7	9	0.3	-1
Cc1nc2ncnn2c(C)c1CCC(=O)N1CCc2ccccc2C1	4	5	-4	-1	0.9	-9	6	-0.6	-1
Cc1nc(=O)c(-c2ccccc2)c(C)n1-c1ccccc1O	-7	8	-2	9	0.4	-15	-6	0.1	-1
